# Screening results (PubChem)
# CAL PDZ FP-1 = CAL PDZ peptide-binding inhibitors, primary screen, biochemical, fluorescence polarization, Cer-tagged CAL PDZ, HTS. inhibition, % at 20 µM. 0.02% of 330,000 active. Golgi-associated PDZ and coiled-coil motif-containing protein (Homo sapiens), Q9HD26. purified CAL PDZ, TMR-peptide fluorescence polarization, 1 h. AID 504414, 2011;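 active = highest replicate inhibition of at least 40%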;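 note: plate controls were DMSO neutral control wells for no effect and unlabeled competitor peptide control wells for full effect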
#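 System: purified tagged CAL PDZ domain construct (CerCALP). Schedule: 1 h incubation at room temperature before polarization reading. Medium: 25 mM sodium phosphate pH 7.4, 150 mM NaCl, TCEP, IgG, Thesit. Read-out: percent inhibition from loss of millipolarization. Measured by: FP readout, S and P plane fluorescence. Probe or stimulus: fluorescent TMR peptide probe.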
# V-ATPase pH = regulators of yeast V-ATPase proton pumping, primary screen, pHLuorin cytosolic pH fluorescence; 0.37% of 350,000 active; AID 504577, 2011; response, % at 10 µM; S. cerevisiae; in the data active = response mostly above about 7.3%, no sharp cut-off; inactive = mostly below about 5.4%; note: actives read high; inactives centre near 0; some compounds called inactive have numbers as strong as hits; reference of the scale not given here
# CAL PDZ FP-2 = untagged CAL PDZ binding inhibitors, primary screen, biochemical, fluorescence polarization, HTS. Golgi-associated PDZ and coiled-coil motif-containing protein (Homo sapiens), Q9HD26. 0.92% of 300,000 active. inhibition, % at 24.9 µM. AID 602252, 2012. purified CAL PDZ, TMR-peptide fluorescence polarization, 1 h;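 active = mean inhibition of at least 30% with at least half of replicates also reaching 30%; inconclusive = no clear call, values can overlap the other calls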;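 note: 0% = DMSO neutral control and 100% = excess unlabeled competitor peptide PRC23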
# MITF TRPM1 HTS = activators of MITF-driven TRPM1 promoter reporter, primary screen, cell-based, SK-MEL-5, luciferase, single point | 0.75% of 300,000 active | SK-MEL-5 TRPM1-promoter luciferase, 24 h; % of positive control, neutral wells = 0 | activation, % at 12.5 µM;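 active = mean activation of at least 80% with every replicate also reaching 80%; inconclusive = mean reaches 80% but some replicate falls short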;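 note: 0% = neutral control wells and 100% = parthenolide positive control wells; values of inactives mirror those of a sister screen read the other way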
# Rtt109 Vps75 = inhibitors of C. albicans Rtt109/Vps75 HAT, primary screen, biochemical, ThioGlo CoA-SH fluorescence, plate reader; inhibition, % at 34.9 µM; purified Rtt109/Vps75, 4 h; AID 540336, 2011; Histone acetyltransferase RTT109 (Candida albicans (strain SC5314 / ATCC MYA-2876)), …; 0.16% of 330,000 active;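 active = inhibition of at least 50% in every replicate; inconclusive = best replicate reaches 50% inhibition but some replicates fall short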
# cardiac RTF act = cardiac RTF calcium sensitivity activators, primary screen, biochemical, IANBD-TnC fluorescence, EC20 calcium; Troponin I, cardiac muscle (Homo sapiens) + Troponin T, cardiac muscle (Homo sapiens) + …; IANBD-labeled TnC RTF fluorescence at EC20 calcium; 0% EC20 calcium, 100% full calcium; activation, % at 7.2 µM; 0.24% of 340,000 active; AID 493008, 2010;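 active = activation above the mean over all tested compounds plus 3 SD, cut at about 30% in these data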;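 note: rise in fluorescence read as greater calcium sensitivity of cardiac thin filaments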
# Tat export inh = E. coli Tat export inhibitors, primary screen, MC4100, TorA-mCherry reporter, fluorescence, single point; inhibition, % at 10 µM; AID 488895, 2010; 0.036% of 340,000 active;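 active = mean replicate inhibition at least 50% and at least half of replicates individually reaching 50%; inconclusive = only one of the two criteria met; inactive = neither criterion met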;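 note: exported cargo escapes ClpAP degradation while cytoplasmic cargo is degraded and loses fluorescence; 0% = median of neutral control wells and 100% = median of NaSCN control wells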
# Wnt bcat act = Wnt/beta-catenin pathway activators, primary screen, cell-based, plate reader, single point; 1.2% of 300,000 active; activation, % at 9.35 µM; Wnt/beta-catenin reporter cell assay, activator; AID 743398, 2014; in the data active = activation above about 30%, passing the limit was not always enough; inconclusive = no clear call, values can overlap the other calls;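 note: 0% = neutral control wells and 100% = positive control wells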
# dFosB activator = activators of delta FosB homodimer, primary screen, biochemical, fluorescence polarization, TAMRA-CDK5 oligo, single point; AID 493131, 2011; purified delta FosB; percent of positive-control signal above neutral wells; 0.99% of 340,000 active; Protein FosB (Mus musculus), P13346; activation, % at 25 µM;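 active = mean activation above about 17%, with every replicate also reaching it, limit read from the data, passing the limit was not always enough; inconclusive = only one of the two conditions met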;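 note: fluorescence polarization rise as delta FosB binds a TAMRA Cdk5 AP-1 oligo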
# Target sequence (P13346 whole entry, looked up): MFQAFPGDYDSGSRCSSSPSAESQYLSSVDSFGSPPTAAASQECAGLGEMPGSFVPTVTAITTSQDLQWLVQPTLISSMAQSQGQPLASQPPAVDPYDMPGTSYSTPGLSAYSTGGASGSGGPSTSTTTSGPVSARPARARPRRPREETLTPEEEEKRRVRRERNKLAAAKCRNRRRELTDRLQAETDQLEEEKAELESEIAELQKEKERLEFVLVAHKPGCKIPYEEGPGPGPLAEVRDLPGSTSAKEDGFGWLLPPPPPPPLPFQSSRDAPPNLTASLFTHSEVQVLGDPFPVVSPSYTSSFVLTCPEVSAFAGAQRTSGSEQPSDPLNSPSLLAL
# CDK5 inh = inhibitors of human CDK5/p35 kinase, primary screen, biochemical, single concentration | AID 488839, 2010 | inhibition, % at 10 µM | 0.01% of 330,000 active | Cyclin-dependent kinase 5 (Homo sapiens) + Cyclin-dependent kinase 5 activator 1 (Homo … | Recombinant CDK5/p35, ADP-Glo luminescence, 60 min;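 active = highest replicate inhibition of at least 50% and at least 75% of replicates reaching 50%; inconclusive = only one of the two criteria met; inactive = both criteria failed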;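 note: plate controls were DMSO neutral control for no effect and GW8510 at 10 µM for full effect; many of its hits are not listed in these tables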
# Target sequence (Q00535 whole entry, looked up): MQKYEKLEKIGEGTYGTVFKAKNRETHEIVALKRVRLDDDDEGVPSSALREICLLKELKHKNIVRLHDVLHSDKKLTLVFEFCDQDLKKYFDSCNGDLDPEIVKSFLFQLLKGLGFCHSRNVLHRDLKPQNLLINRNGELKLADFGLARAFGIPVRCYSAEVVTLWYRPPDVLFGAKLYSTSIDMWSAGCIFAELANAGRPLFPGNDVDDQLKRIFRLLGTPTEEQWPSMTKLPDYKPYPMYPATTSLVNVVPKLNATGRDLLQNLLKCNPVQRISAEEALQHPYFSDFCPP
# Target sequence (Q15078 whole entry, looked up): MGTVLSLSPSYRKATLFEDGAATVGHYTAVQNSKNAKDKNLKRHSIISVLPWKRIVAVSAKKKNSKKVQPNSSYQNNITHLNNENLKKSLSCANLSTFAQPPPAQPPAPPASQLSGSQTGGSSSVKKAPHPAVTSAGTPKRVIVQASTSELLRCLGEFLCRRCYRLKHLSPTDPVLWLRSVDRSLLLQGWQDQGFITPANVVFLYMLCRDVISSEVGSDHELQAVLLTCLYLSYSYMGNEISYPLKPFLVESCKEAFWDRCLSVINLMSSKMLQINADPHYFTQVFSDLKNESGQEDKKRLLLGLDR
# Starred values were filed as active, the others as inactive; ? = inconclusive; . = not tested or not shown.
SMILES,CAL PDZ FP-1,V-ATPase pH,CAL PDZ FP-2,MITF TRPM1 HTS,Rtt109 Vps75,cardiac RTF act,Tat export inh,Wnt bcat act,dFosB activator,CDK5 inh
C=CCn1c(SCc2cccc3ccccc23)nnc1-c1cccnc1,-2.6,-2,.,-12,3,9,13,.,-7,-3.2
O=C(O)Cn1nc(C(F)(F)F)c2c1CCC2,-3.3,2,-2,2,13,3,-5,.,-7,-1.7
CC1(C)Cc2c(sc3nc(SCC(=O)NCc4ccccc4)n(-c4ccccc4)c(=O)c23)CS1,.,2,-4,2,14,-2,7,-6,-2,0.1
CCN(CC)S(=O)(=O)c1csc(C(=O)NCc2ccccc2)c1,.,-5,-4,.,3,-3,-7,-4,-7,0.9
O=c1cc(-c2ccccc2Cl)oc2c(Br)ccc(O)c12,-5.8,0,4,50,-22,6,-2,13,-6,-0.1
CN(C)c1cccc2c1c(NS(=O)(=O)c1cn(C)cn1)nn2C,-1.6,-4,-2,-8,2,1,-4,-2,-10,3.4
COc1cccc(CNC(=O)CCCC(=O)Nc2cccc([N+](=O)[O-])c2)c1,-21,-1,6,-21,-7,8,11,-1,-3,-0.9
CCOC(=O)C1CCN(C(=O)c2ccc3c(c2)NC(=O)/C(=C/c2ccccc2)S3)CC1,-3.4,-5,-3,-17,1,-6,2,1,-3,-1.6
CCCOC(=O)C(C)Sc1n[nH]c(=O)[nH]c1=O (configuration not stated),-3.0,-1,-2,13,-6,0,5,-4,7,-0.8
CCOC(=O)c1c(C)nc(C)c(C(=O)OCC)c1-c1ccco1,0.2,0,-6,.,6,8,2,2,-8,1.3
OCCN1CCN(CCOc2ccccc2-c2ccccc2)CC1,0.1,0,-5,-1,-9,2,2,-2,-2,-0.8
Cc1c(NC(=O)C(C)OC(=O)c2ccc([N+](=O)[O-])s2)c(=O)n(-c2ccccc2)n1C (configuration not stated),-0.4,1,.,-68,-3,-8,-17,2,0,-1.3
CCc1cccc(NC(=O)[C@@H]2CCCN2C2=NS(=O)(=O)c3ccccc32)c1,-0.6,4,-6,-9,-5,0,-5,-1,-11,-0.7
COc1ccc(NC(=O)CCN2C(=O)/C(=C/c3ccc4c(c3)OCO4)SC2=S)cc1,0.2,-42,-1,16,-1,9,-2,6,0,0.5
COc1ccc(OC)c2[nH]c(=O)c(CCNC(C)=O)cc12,-0.2,-1,-3,7,-6,5,7,-2,-7,-4.1
CC(=O)Nc1ccc(C2=CC(=O)CC(C)(C)C2)cc1,0.3,-2,-1,9,-7,2,1,1,0,0.2
N=c1n(CC(=O)c2ccc([N+](=O)[O-])cc2)c2ccccc2n1Cc1ccccc1Cl,-0.3,-2,-1,-77,-5,13,-5,2,-4,-1.9
COc1ccc2[nH]c(=O)c(CN(Cc3nnnn3CCc3ccccc3)CC3CCCO3)cc2c1 (configuration not stated),.,1,-1,10,-2,-6,-1,.,8,1.7
COc1ccc(OC)c(NC(=O)c2ccc3c(c2)C(=O)N(c2ccc(OC(C)=O)cc2)C3=O)c1,-0.7,-3,-3,-4,1,1,-1,1,12,1.9
Clc1cccc(CSc2ccc(-c3cccnc3)nn2)c1,-2.9,2,-3,13,2,1,8,6,-21,-0.4
COc1nc(Oc2ccc(=O)n(C)n2)nc(N(C)C)n1,.,1,-4,12,2,-4,0,.,2,-0.8
CSc1ncc(CN2CCCC(C(=O)Nc3ccc(-c4ccco4)cc3)C2)cn1 (configuration not stated),-2.0,-3,6,-6,0,-1,-3,-6,-4,-0.6
N#Cc1c(-c2ccccc2)nc(SCc2cccc(C(F)(F)F)c2)[nH]c1=O,-1.3,3,-8,5,2,5,10,1,-14,-0.2
O=C(Nc1ccsc1C(=O)NC1CCCCC1)c1ccccc1,-0.9,-2,-2,-3,-5,-3,?,-3,5,-0.8
COCCCNC(=O)c1ccccc1C(F)(F)F,-1.3,0,.,2,1,-3,-1,-1,-6,-0.3
Cc1nnc(SCC(=O)NC(=O)Nc2ccc3c(c2)OCCO3)s1,-1.0,2,-3,14,0,1,-11,5,-4,-0.2
CC(=O)Nc1ccc(NC(=O)C(OC(=O)c2ccccc2)C(OC(=O)c2ccccc2)C(=O)O)cc1 (configuration not stated),-2.1,7,-2,3,11,0,-1,3,-5,0.4
O=C1/C(=C/c2cccs2)CCc2ccccc21,-2.5,7,-1,32,-4,-5,9,25,0,11
COc1ccc(-c2nn(-c3ccccc3)cc2C(=O)NCCCn2ccnc2)cc1,-1.4,-2,-3,0,7,-4,-11,.,1,9.3
CC(C)(C)OC(=O)C[C@H]1C/C=C\C[C@@H](CC(=O)N(CCO)Cc2ccccc2)C(=O)N[C@@H](Cc2ccccc2)COC1=O,-0.8,-3,-3,3,7,-3,-9,1,-17,1.6
C=C(C)c1cccc(C(C)(C)NC(=O)Nn2cnnc2)c1,-2.6,-1,2,5,3,8,0,-2,-7,0.3
COc1cc(C2C(C#N)=C(N)Oc3cc(C)n(CCc4ccccc4)c(=O)c32)cc2c1OCO2 (configuration not stated),.,8,-8,-1,-6,-2,-8,-1,68*,0.3
Cc1ccccc1C(=O)Nc1ccnn1C1CCN(Cc2cccnc2)CC1,-2.0,3,-1,-15,-1,1,-9,-3,3,-0.2
O=C(c1ccc(Br)o1)N1CCN(C23CC4CC(CC(C4)C2)C3)CC1,-2.3,2,-1,2,-3,-6,-8,0,-5,-0.3
Cc1c(Cl)cccc1NCC(=O)NN=C1CCCC1,0.5,-2,.,-13,1,3,2,-2,-12,-2.2
c1ccc(Cn2nnc3cnccc32)cc1,0.3,3,24,-4,1,2,3,-1,-7,1.3
Cc1ccc(C(=O)NCCNC(=O)c2ccccc2)cc1,-2.5,4,11,6,-2,-1,-2,-1,-5,-1.0
CC(OC(=O)C1CSC2(c3ccc(F)cc3)CCC(=O)N12)C(=O)NC(N)=O (configuration not stated),.,2,8,11,6,2,-9,-1,-6,-4.1
CCc1cc(=O)oc2cc(OS(C)(=O)=O)ccc12,-0.8,2,0,12,-13,7,-1,2,1,-1.3
Cc1ccc(CNS(=O)(=O)c2ccccc2[N+](=O)[O-])cc1,-1.2,-1,1,14,12,2,3,7,2,-1.7
COc1ccc(-c2oc(NC(=O)CSc3nncn3C)c(C#N)c2-c2ccc(OC)cc2)cc1,-1.7,0,-5,.,7,1,-3,.,-4,0.0
O=C(c1ccc2nccnc2c1)N1CCN(c2cccc(C(F)(F)F)c2)CC1,-4.1,3,0,4,2,1,2,-2,-4,-2.6
CCCCn1c(N)c(N(CCOC)C(=O)C2CCN(S(=O)(=O)c3ccc(C)cc3)CC2)c(=O)[nH]c1=O,-3.9,4,-1,-4,12,-3,-8,-4,-8,0.1
COc1ccc(S(=O)(=O)Nc2cc(C(=O)NC(C)C)ccc2N2CCOCC2)cc1,-2.9,-2,-16,8,2,7,0,.,-1,0.3
Cc1cnc(=O)[nH]c1SCc1ccc(C(F)(F)F)cc1,-0.8,2,.,11,-8,0,1,-2,0,3.3
CCN1CCN(c2c(Cl)cccc2NC(=O)c2ccc([N+](=O)[O-])o2)CC1,-3.0,1,2,-101,-3,3,-16,0,-6,-1.8
CC(=O)Nc1ccc(NC(=O)C(C)OC(=O)CNC(=O)c2ccc(-c3ccccc3)cc2)cc1 (configuration not stated),-2.3,3,8,7,1,-5,-1,4,3,0.4
CC(C)Cc1nnc(NC(=O)CSc2ccccn2)s1,-1.9,-3,-1,-13,7,-3,3,7,-2,-1.2
CC(=O)N1CCN(CC(=O)Nc2cccc(S(=O)(=O)N3CCCCCC3)c2)CC1,-0.6,10,-3,0,1,3,-8,-1,1,0.4
COc1ccc(COC(=O)C2=C(C)NC(=O)NC2c2ccccc2F)cc1 (configuration not stated),-15,0,-1,2,-3,-1,1,-1,2,0.0
CCc1cc(Cn2nc(-c3ccccc3)cc2C(=O)NCC2CC2)on1,-0.7,7,-2,1,3,1,1,3,-5,0.8
O=C1NC2(CCCCCCC2)C(=O)N1Cc1ccc(F)cc1,-0.8,1,11,2,-5,3,0,3,-8,-0.3
Cc1ccc(NC(=S)NCCO)c(C)c1,0.0,2,-5,.,2,0,10,-2,-3,0.5
NC(=O)CSc1nnc(NC(=O)c2ccc3ccccc3c2)s1,-3.6,-1,-4,57,1,-3,-2,40*,-14,0.3
N#Cc1ccccc1Cn1c(=O)n(CCC(=O)NCc2ccco2)c(=O)c2ccccc21,-0.6,4,-1,-1,-3,-7,-3,.,-1,0.0
[O-][n+]1ccc(OCc2ccccc2)cc1,-0.8,5,-1,-1,4,4,-5,-1,-5,0.2
CCc1cccc(NC(=O)CCCN2C(=O)NC(C)(C)C2=O)c1,-0.3,-1,-1,-4,2,-3,0,-1,-3,0.1
CC1=C(C(=O)OC2CCCCC2)C(c2ccco2)C2=C(CC(C)(C)CC2=O)N1 (configuration not stated),-1.1,-2,.,.,13,-1,-7,.,-7,0.0
C[C@H](CO)N1C[C@H](C)[C@@H](CN(C)S(=O)(=O)c2cccs2)Oc2ccc(NS(=O)(=O)c3ccccc3)cc2CC1=O,-0.6,3,-1,-4,-3,-2,-2,-4,-7,1.8
Cc1ccc(S(=O)(=O)NCC(c2cccnc2)N2CCOCC2)cc1 (configuration not stated),-2.3,-2,0,7,4,-2,2,-1,-3,-1.8
# The listing continues:
SMILES,CAL PDZ FP-1,V-ATPase pH,CAL PDZ FP-2,MITF TRPM1 HTS,Rtt109 Vps75,cardiac RTF act,Tat export inh,Wnt bcat act,dFosB activator,CDK5 inh
Cc1nc(-c2ccccc2)sc1C1(C)CC(c2c(Cl)cccc2Cl)=NO1 (configuration not stated),-0.4,1,-6,25,-4,2,0,10,3,0.6
CCC(=O)N1CCc2cc(S(=O)(=O)CCC(=O)N3CCN(c4ccccc4)CC3)ccc21,-0.2,-3,0,-3,6,-1,-15,-1,-14,0.1
O=C(Nc1ccc(Cl)cc1)C1C2C=CC3(O2)C1C(=O)N(CCCN1CCCCC1)C3C(=O)NC1CCCCC1 (configuration not stated),0.3,0,12,-1,9,-3,-3,-2,-11,-1.2
COc1cc(N)c(Cl)cc1C(=O)OCC(=O)Nc1ccc(N2CCOCC2)cc1,0.2,7,.,-6,1,2,-4,1,-3,1.4
